CHT allo act: CHT positive allosteric modulators, primary screen, cell-based, membrane potential dye, choline EC20; B-score at 10 µM; AID 488977, 2010; CHT-expressing cells; stronger effect = higher value; LV-AA mutant CHT in HEK293 cells; 310,000 compounds, 0.49% hits;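 active = initial fluorescence not abnormally high and integrated response B-score, plate-corrected, over 3 SD above library mean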
Target sequence (Q9GZV3 whole entry, looked up): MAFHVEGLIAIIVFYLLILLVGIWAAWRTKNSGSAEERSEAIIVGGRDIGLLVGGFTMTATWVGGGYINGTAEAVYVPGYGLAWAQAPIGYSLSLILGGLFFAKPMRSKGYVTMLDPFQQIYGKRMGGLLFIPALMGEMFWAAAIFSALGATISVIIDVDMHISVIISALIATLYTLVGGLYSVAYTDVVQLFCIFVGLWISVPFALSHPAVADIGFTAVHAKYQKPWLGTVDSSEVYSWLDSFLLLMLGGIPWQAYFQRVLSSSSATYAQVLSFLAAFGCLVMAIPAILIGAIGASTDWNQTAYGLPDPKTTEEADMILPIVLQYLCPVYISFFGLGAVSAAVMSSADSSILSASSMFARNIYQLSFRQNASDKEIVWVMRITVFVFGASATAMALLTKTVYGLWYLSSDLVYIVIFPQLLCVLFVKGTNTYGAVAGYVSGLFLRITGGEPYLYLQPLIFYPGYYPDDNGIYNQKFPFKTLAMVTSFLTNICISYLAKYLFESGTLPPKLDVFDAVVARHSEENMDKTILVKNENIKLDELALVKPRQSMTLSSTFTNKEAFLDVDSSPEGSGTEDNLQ
STK33 inh: inhibitors of purified STK33 kinase, primary screen, biochemical, ADP-Glo luminescence, homogeneous, cell-free | Serine/threonine-protein kinase 33 (Homo sapiens), Q9BYT3 | inhibition, % at 10 µM | MBP phosphorylation | 320,000 compounds, 0.073% hits;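 active = inhibition at or above 25%, using the most active replicate where run in duplicate; inactive = inhibition below 25%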
Target sequence (Q9BYT3 whole entry, looked up): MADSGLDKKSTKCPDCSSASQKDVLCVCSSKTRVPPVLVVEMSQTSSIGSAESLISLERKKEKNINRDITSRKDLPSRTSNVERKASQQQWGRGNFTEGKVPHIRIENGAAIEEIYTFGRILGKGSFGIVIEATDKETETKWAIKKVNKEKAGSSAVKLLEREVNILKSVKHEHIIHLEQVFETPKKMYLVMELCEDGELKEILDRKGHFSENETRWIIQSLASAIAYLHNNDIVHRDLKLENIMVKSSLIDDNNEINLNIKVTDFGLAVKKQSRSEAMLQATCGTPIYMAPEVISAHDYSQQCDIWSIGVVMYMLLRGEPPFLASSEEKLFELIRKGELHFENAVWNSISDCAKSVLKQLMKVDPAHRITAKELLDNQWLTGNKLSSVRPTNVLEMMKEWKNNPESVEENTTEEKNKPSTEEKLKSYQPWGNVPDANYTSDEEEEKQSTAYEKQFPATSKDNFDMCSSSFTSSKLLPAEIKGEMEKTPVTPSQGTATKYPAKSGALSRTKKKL
CHT block: inhibitors of human choline transporter CHT; 310,000 compounds, 0.86% hits; High affinity choline transporter 1 (Homo sapiens), Q9GZV3; B-score at 10 µM; CHT-expressing cells, membrane potential dye, choline response; stronger effect = lower value;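 active = B-score over 3 SD under the library average, and starting fluorescence ratio not unusually high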;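 also: choline stimulus applied at its EC90 after an EC20 pre-addition; B-score computed on integrated fluorescence ratio after choline addition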
Active calls of the source: *; i = inactive; / = not tested or not shown.

The line under a structure holds: CHT block | STK33 inh | CHT allo act
O=C(CSc1nnnn1-c1ccccc1)NC1CCCc2ccccc21 (stereo not drawn)
    i | 1.8 | i
COc1ccc(N2CC(C(=O)NCCN3C(=O)S/C(=C\c4cccnc4)C3=O)CC2=O)c(OC)c1 (stereo not drawn)
    i | 1.2 | i
O=c1[nH]cnc2cc(-c3ccccc3)sc12
    i | 0.4 | i
Cc1cccc(NC(=O)CCC2CCN(C(=O)c3ccc(C)s3)CC2)c1
    i | 4.7 | i
O=C(Cc1ccc(Cl)cc1)N1CCN(c2ccccc2)CC1
    i | -1.1 | i
COc1ccccc1-n1cnnc1SCC(=O)N1CCN(C(=O)c2ccco2)CC1
    i | 0.0 | i
CC(=O)NC12CC3CC(C1)CC(C(=O)Nc1nc4c(C)cccc4s1)(C3)C2
    i | -0.4 | i
Cc1ccc(N=C2S/C(=C\c3cn(CC(=O)O)c4ccccc34)C(=O)N2C)cc1
    i | 0.4 | i
CCC1(CC)C(=O)NC(=O)NC1=NCCc1c[nH]c2ccccc12
    i | 0.5 | i
COc1cccc(C(=O)Nc2ncc3c(n2)CC(C)CC3=O)c1 (stereo not drawn)
    i | -0.6 | i
O=C(NCC1CCCO1)c1ccc([N+](=O)[O-])o1 (stereo not drawn)
    i | -0.1 | i
c1ccc2[nH]c(SCCN3CCOCC3)nc2c1
    i | -1.3 | i
O=C(Nc1ccc2c(c1)CCC2)c1ccc(F)cc1
    i | -0.6 | i
O=C(Nc1ccccc1N1CCCC1)c1ccc(N2CCCC2=O)cc1
    i | -1.8 | i
COc1ccc(-n2c(C)nc3c(cnn3-c3ccc(C)c(C)c3)c2=O)cc1
    i | -1.0 | i
O=c1nc(-c2ccccc2)c2cc(Br)ccc2[nH]1
    i | -1.2 | i
COC(=O)c1sccc1-n1cccc1C(=O)C(=O)N1CCCCC1
    i | -2.5 | i
CCc1ccc(CNC(=O)CCCn2c(=O)c3cccn3c3cccnc32)cc1
    i | 2.0 | i
CCOC(=O)C1CCN(CC(=O)Nc2ccc(S(=O)(=O)N3CCC(C)CC3)cc2)CC1
    i | -1.1 | i
COc1cc(/C=C/C(=O)O)cc(S(=O)(=O)Nc2ccc3[nH]c(=O)[nH]c3c2)c1OC
    i | -0.6 | i
COc1ccc2cnn(-c3ccc(OC(F)(F)F)cc3)c(=O)c2c1OC
    i | -1.8 | i
Cn1cnc2c1c(=O)n(Cc1cccc(F)c1)c(=O)n2C
    i | -2.0 | i
Cn1c(=O)c2cc3ccc(Cl)cc3nc2n(C)c1=O
    i | -0.5 | i
COc1cc(/C=C2/SC(=O)N(Cc3ccccc3)C2=O)ccc1OCc1ccncc1
    i | -0.7 | i
CC(C)n1cnnc1SCC(=O)Nc1cccc(S(=O)(=O)N(C)c2ccccc2)c1
    i | -1.7 | i
O=C(CSc1ccc2nnc(-c3ccncc3)n2n1)NCC1CCCO1 (stereo not drawn)
    i | -0.2 | i
Cc1c(C(=O)NC2CCCc3ccccc32)cccc1[N+](=O)[O-] (stereo not drawn)
    i | 0.2 | i
Cc1cc(OCC(=O)N(Cc2ccccc2)C2CCS(=O)(=O)C2)ccc1Cl (stereo not drawn)
    i | -1.3 | i
O=c1[nH]c(=O)c2nc3c4ccccc4c4ccccc4c3nc2[nH]1
    i | -0.3 | i
Cc1ccc(C(=O)NCC2(c3ccccc3)CCCC2)cc1
    i | 0.3 | i
O=C(C1CCCN1S(=O)(=O)c1ccc(Cl)cc1)N1CCCCC1 (stereo not drawn)
    i | -0.1 | i
CCC(=O)N(Cc1cc2cc(OC)ccc2[nH]c1=O)c1cccc(C)c1
    i | -1.8 | i
CCOc1ccc(-n2c(C)cc(C(=O)CCl)c2C)cc1
    i | -0.8 | i
COc1ccc(NS(=O)(=O)c2cccc(C(=O)NNC(=O)c3ccc(NC(C)=O)cc3)c2)cc1
    i | -1.3 | i
O=C(Nc1cccc2ccccc12)c1nn(C23CC4CC(CC(C4)C2)C3)cc1[N+](=O)[O-]
    i | -1.7 | i
COc1cc(C2NCCC(=O)C2(C)C)cc(OC)c1OC (stereo not drawn)
    i | -4.1 | i
CCOC(=O)c1cccc(N2C(=O)C3C(C2=O)C2C=CC3C23CC3)c1 (stereo not drawn)
    i | -0.1 | i
COc1ccc(S(=O)(=O)Nc2ccc(F)c(Cl)c2)cc1OC
    i | 0.2 | i
CC(=O)Oc1c(Cl)cc(N(C(C)=O)S(=O)(=O)c2ccccc2)c2ccccc12
    i | -0.2 | i
COC(=O)c1ccc(OC(=O)CCS(=O)(=O)c2ccc(C)cc2)cc1
    i | -1.0 | i
O=S(=O)(Nc1cccc(CCc2ccccn2)c1)c1ccc(Cl)cc1
    i | -0.9 | i
CSc1nsc(SC)c1C(=O)Nc1ccc(C(C)(C)C)cc1
    i | -2.5 | i
CN(C)C(=O)CSc1nnc(CCCCCNC(=O)OC(C)(C)C)o1
    i | -1.4 | i
CC(C)(C)C1(O)CC(C(F)(F)F)=NN1C(=O)CCc1ccccc1 (stereo not drawn)
    i | 0.7 | i
CCN1CCN(C(C(=O)NC2CCCC2)c2ccc(Cl)cc2)CC1 (stereo not drawn)
    i | -1.1 | i
CCCCn1nnc(NC(=S)NC(=O)c2ccc(-c3cccc(Cl)c3Cl)o2)n1
    i | -1.6 | i
Cc1cc(C)c(C)c(OCC(=O)NCC2CCCO2)c1 (stereo not drawn)
    i | -0.5 | i
COCCN(C(=O)COC(=O)c1ccc(C=O)cc1)c1c(N)n(Cc2ccccc2)c(=O)[nH]c1=O
    i | 1.4 | i
O=C(COc1ccccc1Cl)c1ccc2c(c1)CCCC2
    i | -0.9 | i
O=C(C(Cc1ccc(Cl)cc1)NS(=O)(=O)c1ccccc1)N1CC[C@@]2(O)CCCC[C@H]2C1 (stereo partly drawn)
    i | -0.5 | i
CC(NC(=O)Cc1cccs1)c1ccncc1 (stereo not drawn)
    i | 0.8 | i
O=C(Cn1c(=O)n(Cc2ccco2)c(=O)c2c3c(sc21)CCCC3)Nc1ccccc1
    i | -0.6 | i
COc1ccc(N=C2SC(C(=O)N3CCN(c4ccc([N+](=O)[O-])cc4)CC3)CC(=O)N2C)cc1 (stereo not drawn)
    i | -0.4 | i
COc1cc(C)c(NC(c2ccccc2)c2ccccc2)cc1OC
    i | -0.9 | i
O=C(/C=C/c1ccc([N+](=O)[O-])cc1)N1CCN(c2ccccc2F)CC1
    i | -2.0 | i
COc1ccc(N(C(=O)c2ccco2)C(C(=O)NC2CCCC2)c2ccncc2)cc1OC (stereo not drawn)
    i | -1.0 | i
COC(=O)c1ccccc1NC(=O)C1CC(=O)N(c2ccc(C)cc2)C1 (stereo not drawn)
    i | -0.2 | i
N#C/C(=C\c1ccc(N2CCOCC2)cc1)c1ccccc1
    i | -0.5 | i
CCOC(=O)[C@@H]1[C@H]2COc3ccc(Br)cc3[C@H]2N2C(=O)N(c3ccc(Cl)cc3)C(=O)[C@@]12C
    i | -0.8 | i
COc1ccc(CN(C(C)=O)c2cccc(C)c2C)cc1
    i | -1.8 | i

(continued)
The line under a structure holds: CHT block | STK33 inh | CHT allo act
COCCCNC(=S)NCCc1ccc(F)cc1
    i | -1.5 | i
CCn1cc(Br)c(C(=O)Nc2ccccc2C(=O)OC)n1
    i | -2.4 | i
Nc1nc(-c2ccc(Cl)cc2)c(N=Nc2ccc(S(=O)(=O)N3CCOCC3)cc2)s1
    i | 1.2 | i
O=C1OC(N2C(=O)CC[C@H]2C(=O)Nc2ccc(Br)cc2F)c2ccccc21 (stereo partly drawn)
    i | 0.7 | i
S=c1[nH]nc(-c2ccco2)n1/N=C/c1ccccn1
    i | 1.9 | i
O=c1[nH]c(C2CCN(S(=O)(=O)Cc3ccccc3)CC2)nc2c1nnn2Cc1ccccc1Cl
    i | 1.2 | i
COC(=O)CSc1nc(N2CCOCC2)c2c(c1C#N)CC(C)(C)N(C)C2
    i | 0.4 | i
COc1cc(S(=O)(=O)N2CCN=C2c2ccccc2)ccc1F
    i | -0.8 | i
CCN(CC(=O)Nc1c(F)cccc1F)C(=O)c1ccc(C)c(S(=O)(=O)N2CCCCC2)c1
    i | 1.1 | i
CC(C)c1ccc(S(=O)(=O)NC2CCCC2)cc1
    i | 0.3 | i
O=C(CS(=O)(=O)c1ccccc1)Nc1ccc(S(=O)(=O)Nc2ncccn2)cc1
    i | -1.4 | i
CN(C)c1ccc(-c2nnn(Cc3ccccc3Br)n2)cc1
    i | -0.8 | i
CC1CCN(c2oc(-c3cccc4ccccc34)nc2C#N)CC1
    i | -1.5 | i
O=C(Nn1c(O)c(C=C2N=c3ccccc3=N2)sc1=S)c1ccccc1
    i | 0.0 | i
NC(=O)CC(NC(=O)Cc1cccc2ccccc12)c1ccc(N2CCN(c3ccccn3)CC2)c([N+](=O)[O-])c1 (stereo not drawn)
    i | -2.2 | i
CC(C)C(=O)Nc1c(-c2ccccc2F)c(=O)c2ccccc2n1C
    i | -0.1 | i
COC(=O)COc1cccc(NC(=O)COc2ccccc2)c1
    i | -2.1 | i
Cc1nc2c([nH]c3ccc(Br)cc32)s1
    i | 0.5 | i
CCOC(=O)Nc1nc(-c2ccccc2)c(C(=O)c2ccccc2)s1
    i | -0.8 | i
CN(C(=O)N1CCN(S(=O)(=O)c2ccccc2)CC1)c1ccccc1
    i | 1.1 | i
C=CCn1c(Oc2ccc(C=O)cc2OCC)nc2c1c(=O)n(C)c(=O)n2C
    i | -0.3 | i
Cc1cccc(C)c1OCC(=O)Nc1ccncc1
    i | 2.3 | i
Cc1cc(C(=O)N/N=C\c2cc(C(C)(C)C)c(O)c(C(C)(C)C)c2)n[nH]1
    i | 0.1 | i
O=C(O)C1C2C=CC(C2)C1C(=O)N1CCN(CCO)CC1 (stereo not drawn)
    i | -2.2 | i
Cc1nc2[nH]c(=S)[nH]c2cc1Br
    i | -0.3 | i
Cc1ccc2c(c1)NC(=O)C(CC(=O)NCCCN1CCCCC1)O2 (stereo not drawn)
    i | 0.0 | i
COc1ccc(CN2C(=O)CN(C3CCCCCC3)C(=O)C2c2ccc(OC)c(OC)c2)cc1 (stereo not drawn)
    i | / | i
Cc1ccccc1-n1nc(C)c2cc(C(=O)NC3CC3)sc21
    i | -1.1 | i
Cc1nn(-c2ccccc2)c(N2CCCC2)c1/C=N/NC(=O)c1cc(-c2ccccn2)nc2ccccc12
    i | -3.3 | i
CCOC(=O)Nc1ccc2nc3n(c(=O)c2c1)CCCCC3
    i | -0.3 | i
C=CCN1C(=O)CS/C1=N\N=C\c1cccc([N+](=O)[O-])c1
    i | -1.7 | i
Nc1nonc1C(=O)N1CCCC1
    i | -0.3 | i
COc1ccc(NC(=O)CCCN2C(=O)C(c3ccccc3)Oc3cccnc32)c(OC)c1 (stereo not drawn)
    i | -1.3 | i
COC(=O)c1c(C)[nH]c(C(=O)CSc2ccc(Cl)cc2)c1C
    i | -0.8 | i
Cc1ccccc1N=Nc1ccc(O)c2ncccc12
    i | -0.6 | i
Cc1csc(NC(=O)CSc2nnc(-c3cccs3)n2C)n1
    i | 0.0 | i
CN(C(=O)COC(=O)c1ccc(NS(=O)(=O)c2cccs2)cc1)C1CCCCC1
    i | -1.0 | i
O=C(CCCN1C(=O)c2ccccc2C1=O)NCc1ccco1
    i | 1.9 | i
Cc1ccccc1-n1nc2c(c1NC(=O)c1cc3ccccc3oc1=O)CS(=O)C2 (stereo not drawn)
    i | -2.5 | i
O=C(/C=C/c1cccs1)c1cc(F)ccc1OC(=O)N1CCOCC1
    i | 0.8 | i
COc1ccc(N2CCc3c(C)nc4c(OC)cc(OC)cc4c32)c(OC)c1
    i | -0.1 | i
CCOC(=O)C1CCCCN1Cc1cccc(C(F)(F)F)c1 (stereo not drawn)
    i | -2.8 | i
COc1cc2c(cc1NC(=O)COCC(=O)O)oc1ccccc12
    i | 1.5 | i
CCOc1ccc(-c2noc(CCCC(=O)NC3CCCC3)n2)cc1OC
    i | -0.6 | i
O=C(CN1C(=O)NC2(CCCC2)C1=O)Nc1ccc(Cl)cc1F
    i | -1.6 | i
CC(=O)NC(C)C(=O)OCC(=O)c1ccc(-c2ccccc2)cc1 (stereo not drawn)
    i | 1.5 | i
COCCNC(=O)c1cccc(OC2CCN(Cc3ccc(OC(F)F)cc3)CC2)c1
    i | -2.8 | i
COc1ccc(CNC(=O)C(OC(=O)c2nsc(Cl)c2Cl)C(C)C)cc1 (stereo not drawn)
    i | -0.5 | i
CN1C(=O)/C(=C\c2ccc(N(C)C)cc2)OC1=S
    i | -2.3 | i
CCO[C@H]1OC(C(=O)N2CCN(C)CC2)=C[C@@H](c2coc3ccccc3c2=O)[C@@H]1CCCO
    i | -0.7 | i

Four structures already listed, sorted by molecular weight, falling:
The line under a structure holds: CHT block | STK33 inh | CHT allo act
CN(C(=O)COC(=O)c1ccc(NS(=O)(=O)c2cccs2)cc1)C1CCCCC1
    i | -1.0 | i
O=C(CSc1nnnn1-c1ccccc1)NC1CCCc2ccccc21 (stereo not drawn)
    i | 1.8 | i
C=CCN1C(=O)CS/C1=N\N=C\c1cccc([N+](=O)[O-])c1
    i | -1.7 | i
S=c1[nH]nc(-c2ccco2)n1/N=C/c1ccccn1
    i | 1.9 | i

Two entries picked at random from the list so far:
The line under a structure holds: CHT block | STK33 inh | CHT allo act
CCOC(=O)C1CCCCN1Cc1cccc(C(F)(F)F)c1 (stereo not drawn)
    i | -2.8 | i
S=c1[nH]nc(-c2ccco2)n1/N=C/c1ccccn1
    i | 1.9 | i
